Growth percent in the NCI-60 one-dose screen (48 h, 10 µM unless noted): 100 = growth as untreated, 0 = no growth, -100 = all killed.
SR – SR leukemia cells. 73,000 tested, 8.7% active. AID 1794780
CCRF-CEM – CCRF-CEM leukemia. 77,000 tested, 7% active. AID 1794778
MOLT-4 – MOLT-4 leukemia cells; 80,000 tested, 6.9% active
MDA-MB-435 – MDA-MB-435 melanoma. AID 1794794. 82,000 tested, 7.8% active
K-562 – K-562 leukemia. 78,000 tested, 7.4% active. AID 1794777
MDA-MB-231 – MDA-MB-231 breast cancer; AID 1794789; 81,000 tested, 5% active
MDA-MB-468 – MDA-MB-468 breast cancer. 78,000 tested, 8.5% active. AID 2202374
RPMI-8226 – RPMI-8226 leukemia cells; AID 1794781; 77,000 tested, 7.5% active
Active calls of the source: *; . = not tested or not shown; & = joins results of further samples. The calls were made as follows: active = growth percent below 10; inactive = the rest. Random draw from the library. Share with any hit: about 16%.

SMILES	SR	CCRF-CEM	MOLT-4	MDA-MB-435	K-562	MDA-MB-231	MDA-MB-468	RPMI-8226
COc1cc(/C=C/C(=O)c2ccc(F)cc2)ccc1OCCCCCOc1cc2c(cc1OC)C(=O)N1CCCC1C=N2 (configuration not stated)	-33*	.	-29*	-87*	-6.5*	-33*	.	.
Clc1ccc(-c2nc(-c3cccs3)no2)cc1	101	92	96	107	101	84	45	95
Clc1ccc(-c2nnc(-c3cccc4ccccc34)o2)cc1	85	.	104	96	104	.	19	101
O=C(/C(=C/c1cccs1)Cc1nc2ccccc2[nH]1)c1nc2ccccc2[nH]1	64	53	71	105	77	84	74	47
CC12CCC(=O)C=C1C=CC1C2CCC2(C)C1CCC21CCC(=O)O1 (configuration not stated)	93	95	92	108	106	102	98	90
CNC(=O)c1cc(N2CCc3cc(NC(=O)Nc4ccc(N5CCN(C)CC5)c(C(F)(F)F)c4)ccc32)ccn1	-13*	5.4*	17	82	0.9*	74	78	-16*
CNc1ccc(-c2cc(=O)oc3ccc(Cl)cc23)cc1	9.3*	14	11	-11*	11	16	39	19
Nc1ccc(I)cc1C(=O)O	100	100	106	104	105	114	89	107
Nc1cnc(=S)[nH]c1N	.	105	95	111	120	113	115	99
C=C1C(=O)O[C@H]2[C@H]1CC/C(COC(=O)NCc1c[nH]c3ccc(F)cc13)=C\CC[C@@]1(C)O[C@@H]21	13	-8.3*	3.8*	-63*	1.9*	-58*	-58*	-24*
N=C(N)c1ccc(-c2ccc(F)cc2)cn1	103	.	101	101	99	97	97	26
O=c1c2cc(Cl)ccc2oc2ccc(OCCCCCN3CCCCCC3)cc12	47	60	49	81	35	84	74	60
CN1CCN(c2ccc(C(=O)/C=C3\C(=O)Nc4ccccc43)cc2)CC1	111	118	88	109	106	107	119	112
Cc1c2ccccc2nc2cc3c(cc12)[C@H]1CC[C@]2(C)C(=O)CC[C@H]2[C@@H]1CC3	93	97	81	96	90	92	91	80
O=C(CO[N+](=O)[O-])Nc1ccc(C(=O)/C=C/c2ccc(Cl)cc2)cc1	.	20	.	-2.8*	.	55	49	-14*
O=C(O)c1cn(C2CC2)c2cc(N3CCN(C(=O)N/N=C/c4ccc(Br)cc4)CC3)c(F)cc2c1=O	98	63	94	88	92	75	75	72
CCOC(=O)CCS(=O)(=O)Cc1ccccc1	102	96	108	103	103	117	101	103
CCOC(=O)Nc1cc(OC)cc2ccc(C)nc12	92	97	94	100	95	107	112	96
COc1cc(-c2[nH]ncc2Nc2ccc(Cl)cc2)cc(OC)c1OC	68	55	51	56	47	63	56	21
Oc1c(-c2cc(C(F)(F)F)[nH]n2)cc(Cl)c(OCc2ccc(Cl)cc2)c1-c1ccc(Cl)c(C(F)(F)F)c1	15	5.0*	-15*	-17*	5.9*	-5.9*	-21*	-28*

Just MDA-MB-435, for some of the entries so far:
molecule	MDA-MB-435
COc1cc(-c2[nH]ncc2Nc2ccc(Cl)cc2)cc(OC)c1OC	56
CCOC(=O)Nc1cc(OC)cc2ccc(C)nc12	100

Carrying on:
SMILES	SR	CCRF-CEM	MOLT-4	MDA-MB-435	K-562	MDA-MB-231	MDA-MB-468	RPMI-8226
NNc1ccc([N+](=O)[O-])c2[nH][nH]c(=O)c12	108	119	89	106	105	95	107	105
C#CC1(O)CCC2C3CCC4=Cc5oncc5CC4(C)C3CCC21C (configuration not stated)	82	74	64	96	71	75	72	58
S=C1Nc2ccccc2CS1	92&108	96&104	92&100	102&102	92&102	110&101	102&98	93&98
CC1(C)COC(c2ccc3c(c2)OCO3)OC1	97	83	97	102	104	96	111	.
COc1cccc(N(C(C)=O)c2nc(OC(C)=O)c(C)s2)c1	105	29	107	100	95	82	98	83
O=C(Oc1ccc(Cl)cc1Cl)c1ccccc1	97	96	99	96	103	98	94	98
N#Cc1c(-c2cccc(Cl)c2)cc(-c2ccncc2)[nH]c1=O	99	99	101	107	99	105	106	99
O=C(CNc1ncnc2sc3c(c12)CCCC3)NNC(=S)Nc1ccccc1	104	110	109	102	93	96	115	96
C=CCCCOC(C)=O	102	108	105	106	130	111	97	100
CCSC(=O)n1ncc2cc(Cl)ccc21	90	102	103	101	104	104	99	109
O=C1c2ccccc2C(=O)N1/N=C/c1cc(Cl)cc(Cl)c1O	.	100	107	106	102	112	99	99
CC(=O)C1=C(C)NC(SCc2nnc(-c3ccc(Cl)cc3)o2)=NC1c1ccc(Cl)cc1 (configuration not stated)	62	79	76	99	89	73	89	67
O=C1/C(=C\c2ccc(F)cc2)CN(C(=O)c2ccccc2)C/C1=C\c1ccc(F)cc1	-15*	-13*	4.4*	-39*	4.0*	-26*	5.5*	-20*
N#C/C(=C\c1ccc(Cl)o1)c1cc2ccccc2[nH]1	101	98	91	100	86	76	84	83
Cc1ccc2c(n1)C(=O)C(Cl)=C(Nc1ccc(C(F)(F)F)cc1)C2=O	10	2.5*	8.7*	96	7.1*	76	-48*	-8.8*
CCCCCCCC(=O)NCc1ccc(O)c(OC)c1	96	62	85	99	91	86	99	92
COc1cc2nc(SCCC(=O)Nc3cc(OC)c(OC)c(OC)c3)n(-c3ccccc3)c(=O)c2cc1OC	87	106	96	103	94	86	96	76
CC1=C(C)C(=O)C(Nc2cccc(C(=O)OC(C)(C)C)c2)=CC1=O	82	79	65	87	77	66	38	76
CC(=O)OCCn1c([N+](=O)[O-])cnc1/C=[N+](\[O-])C1CCCCC1	96	102	88	107	92	113	93	103
CC1(C)OCC2OC3(C(=O)O)OC(C)(C)OC3C2O1 (configuration not stated)	101	108	98	104	96	107	98	117

22 of the compounds above, with values under each structure.
Each structure is followed by: SR | CCRF-CEM | MOLT-4 | MDA-MB-435 | K-562 | MDA-MB-231 | MDA-MB-468 | RPMI-8226
- O=C(O)c1cn(C2CC2)c2cc(N3CCN(C(=O)N/N=C/c4ccc(Br)cc4)CC3)c(F)cc2c1=O
→ 98 | 63 | 94 | 88 | 92 | 75 | 75 | 72
- CCOC(=O)CCS(=O)(=O)Cc1ccccc1
→ 102 | 96 | 108 | 103 | 103 | 117 | 101 | 103
- CCOC(=O)Nc1cc(OC)cc2ccc(C)nc12
→ 92 | 97 | 94 | 100 | 95 | 107 | 112 | 96
- COc1cc(-c2[nH]ncc2Nc2ccc(Cl)cc2)cc(OC)c1OC
→ 68 | 55 | 51 | 56 | 47 | 63 | 56 | 21
- Oc1c(-c2cc(C(F)(F)F)[nH]n2)cc(Cl)c(OCc2ccc(Cl)cc2)c1-c1ccc(Cl)c(C(F)(F)F)c1
→ 15 | 5.0* | -15* | -17* | 5.9* | -5.9* | -21* | -28*
- NNc1ccc([N+](=O)[O-])c2[nH][nH]c(=O)c12
→ 108 | 119 | 89 | 106 | 105 | 95 | 107 | 105
- C#CC1(O)CCC2C3CCC4=Cc5oncc5CC4(C)C3CCC21C (configuration not stated)
→ 82 | 74 | 64 | 96 | 71 | 75 | 72 | 58
- S=C1Nc2ccccc2CS1
→ 92&108 | 96&104 | 92&100 | 102&102 | 92&102 | 110&101 | 102&98 | 93&98
- CC1(C)COC(c2ccc3c(c2)OCO3)OC1
→ 97 | 83 | 97 | 102 | 104 | 96 | 111 | .
- COc1cccc(N(C(C)=O)c2nc(OC(C)=O)c(C)s2)c1
→ 105 | 29 | 107 | 100 | 95 | 82 | 98 | 83
- O=C(Oc1ccc(Cl)cc1Cl)c1ccccc1
→ 97 | 96 | 99 | 96 | 103 | 98 | 94 | 98
- N#Cc1c(-c2cccc(Cl)c2)cc(-c2ccncc2)[nH]c1=O
→ 99 | 99 | 101 | 107 | 99 | 105 | 106 | 99
- O=C(CNc1ncnc2sc3c(c12)CCCC3)NNC(=S)Nc1ccccc1
→ 104 | 110 | 109 | 102 | 93 | 96 | 115 | 96
- C=CCCCOC(C)=O
→ 102 | 108 | 105 | 106 | 130 | 111 | 97 | 100
- CCSC(=O)n1ncc2cc(Cl)ccc21
→ 90 | 102 | 103 | 101 | 104 | 104 | 99 | 109
- O=C1c2ccccc2C(=O)N1/N=C/c1cc(Cl)cc(Cl)c1O
→ . | 100 | 107 | 106 | 102 | 112 | 99 | 99
- CC(=O)C1=C(C)NC(SCc2nnc(-c3ccc(Cl)cc3)o2)=NC1c1ccc(Cl)cc1 (configuration not stated)
→ 62 | 79 | 76 | 99 | 89 | 73 | 89 | 67
- O=C1/C(=C\c2ccc(F)cc2)CN(C(=O)c2ccccc2)C/C1=C\c1ccc(F)cc1
→ -15* | -13* | 4.4* | -39* | 4.0* | -26* | 5.5* | -20*
- N#C/C(=C\c1ccc(Cl)o1)c1cc2ccccc2[nH]1
→ 101 | 98 | 91 | 100 | 86 | 76 | 84 | 83
- Cc1ccc2c(n1)C(=O)C(Cl)=C(Nc1ccc(C(F)(F)F)cc1)C2=O
→ 10 | 2.5* | 8.7* | 96 | 7.1* | 76 | -48* | -8.8*
- CCCCCCCC(=O)NCc1ccc(O)c(OC)c1
→ 96 | 62 | 85 | 99 | 91 | 86 | 99 | 92
- COc1cc2nc(SCCC(=O)Nc3cc(OC)c(OC)c(OC)c3)n(-c3ccccc3)c(=O)c2cc1OC
→ 87 | 106 | 96 | 103 | 94 | 86 | 96 | 76

Next part:
SMILES	SR	CCRF-CEM	MOLT-4	MDA-MB-435	K-562	MDA-MB-231	MDA-MB-468	RPMI-8226
c1nc(SC2CCCC2)c2[nH]cnc2n1	98	107	88	97	93	102	93	101
O=C(O)C1CSC(c2ccccc2)N1 (configuration not stated)	115	121	115	108	128	81	97	107
CCN(CC)CC(O)CNc1ccnc2cc(Cl)c(Cl)cc12 (configuration not stated)	28	95	82	97	78	60	83	90
COc1ccc(NC(=O)c2c(C)[nH]c(-c3nc4ccccc4[nH]3)c2C)cc1	101	101	96	97	102	88	101	.
COc1cc(/C=N/NC(=O)Cn2nnc3ccccc32)ccc1O	89	93	93	95	96	99	103	92
CCCCOC(=O)c1c(C)[nH]c(/C=C2\N=C(c3ccc[nH]3)C=C2OC)c1C	15	13	8.1*	-51*	9.5*	-50*	-58*	-32*
COc1ccc(/C=C2\CCCC3=C2N=C2SC(C)=NN2C3c2ccc(OC)c(OC)c2)cc1OC (configuration not stated)	14	3.8*	28	12	14	29	12	-25*
COc1cc(/C=C2\Oc3cc(O)ccc3C2=O)cc(OC)c1OC	142	141	103	88	111	79	97	209
CCOC(=O)Oc1c(Cl)c(Cl)c(Cl)c(Cl)c1Cl	97	99	97	110	99	100	104	102
CCCCCC(C)(C)O	99	99	101	96	107	.	101	100
CC(C)CC(NC(=O)C(CCCN=C(N)N)NC(=O)OCc1ccccc1)C(=O)NC(CNC(=O)/C=C/c1ccccc1)C(C)C (configuration not stated)	98	.	98	97	92	109	94	96
COc1ccc(-c2nnc(N)s2)cc1OC	102	107	95	114	96	100	67	101
C=C1CCC2C3(C)COC(c4ccccc4)OC3CCC2(C)C1CC(NCc1ccccc1)C1=CCOC1=O (configuration not stated)	69	101	61	85	59	72	49	34
CC(=O)OC1C(OC(C)=O)C(OC(C)=O)C(OC(C)=O)C(OC(C)=O)C1OC(C)=O (configuration not stated)	98	107	101	102	98	105	93	115
CC(=O)C(C)c1ccccc1 (configuration not stated)	.	109	76	102	85	101	99	105
CN(Cc1ccc([N+](=O)[O-])cc1)c1ccccc1	92	101	93	102	94	93	88	.
COc1cccc(C2=NN3C(C2)c2ccccc2OC3c2ccc(/C=C3\SC(=O)NC3=O)cc2)c1 (configuration not stated)	120	97	97	105	105	95	102	99
CC1=C(C(=O)/C=C/c2ccc(Br)cc2)C(c2ccccc2)NC(=S)N1 (configuration not stated)	107	109	105	102	90	98	109	102
CCOC1=CC(=O)OC(c2ccccc2)C1 (configuration not stated)	109	105	105	110	106	106	108	110
COc1cccc(C(c2cc3c(cc2O)OCO3)N2CCOCC2)c1OC (configuration not stated)	89	97	96	98	96	98	91	105
